# MCF10A rerep: induces DNA re-replication in MCF 10a normal breast cells; MCF 10A DNA re-replication, Hoechst nuclear intensity, 48 h; Potency, µM (top dose mostly 46.1 µM), inactives show at the top dose activity, positive = re-replication, hits mostly activators; 350,000 tested, 2.9% active; AID 624296; further: potency means the concentration at half of the fitted maximal effect; % of control where 0% means no effect; nearly all actives have a fitted effect of over 50% in size
# S2 tox: viability counter-screen for ATXN expression inhibitors; 400,000 tested, 0.49% active; S2 cells (HEK-293 line with an ATXN2-luciferase reporter) viability, CellTiter-Fluor protease fluorescence, 24 h; Potency, µM (titrated, usually from 56.7 µM), hits mostly cytotoxic; AID 651635; further: potency means the concentration at half of the fitted maximal effect; nearly all actives have a fitted effect of over 40% in size
# SW480 rerep: inducers of DNA re-replication in SW480 colon cancer cells; SW480 DNA re-replication, Hoechst DNA content imaging, 48 h; Potency, µM (highest dose often 46.1 µM), inactives show at the highest dose re-replication activation, usual class: activators; 340,000 tested, 1.8% active; AID 624297; further: potency means the concentration at half of the fitted maximal effect; % of control where 0% means no effect; nearly all actives have a fitted effect of over 55% in size
#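 Image-based read-out: total Hoechst fluorescence of nuclei (405 nm excitation, 500-530 nm emission), with hits raising the fraction of high-intensity nuclei. SW480 colon cells incubated 48 hr with compounds at 37 C.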
# IL-1B inflam inh: blocks inflammasome-driven IL-1 beta release. THP-1 LPS/ATP IL-1B secretion, AlphaLISA, 16 h; active compounds read low. activity change, % at 57.5 µM. 360,000 tested, 4.7% active. AID 743279; in the data active means activity change below about -50%; inconclusive means mostly about -30% to -49%; further: on the % scale 0 is the no-effect control and ±100 the full control effect
#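 THP-1 cells pretreated 1 hr with compounds (up to 57.5 uM final), then stimulated with LPS (250 ng/mL final) plus ATP (1.25 mM final); secreted IL-1B measured by AlphaLISA after 16 hr, decreased signal indicating inhibition.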
# HT1080 IDH1KD tx: kills HT-1080 cells with IDH1 knockdown | 360,000 tested, 2% active | AID 686971 | Potency, µM (titrated, usually from 46.1 µM), for the others: top-dose activity, negative = toxicity, hits mostly cytotoxic | HT-1080 IDH1 knockdown viability, ATP luminescence, 48 h;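 further: potency means the concentration at half of the fitted maximal effect; 0% = DMSO wells and -100% = cell-free medium wells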
#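 % activity derives from luminescence (CellTiter-Glo), normalised to DMSO and no-cell wells. HT-1080-IDH1KD cells, 750/well, had 48 h compound exposure at 37 °C.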
# HT1080NT lethal: kills 2HG-producing HT-1080-NT fibrosarcoma cells; 360,000 tested, 1.6% active; AID 686970; HT-1080-NT fibrosarcoma viability, CellTiter-Glo ATP luminescence, 48 h; Potency, µM (highest dose often 46.1 µM), inactives show top-dose activity, negative = less viability, actives largely listed as cytotoxic;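 further: NT is the 2HG producing partner of a matched IDH1 knockdown line; potency means the concentration at half of the fitted maximal effect; 0% = DMSO-treated cells and -100% = media-only wells without cells; nearly all actives have a fitted effect of over 55% in size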
#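 Fibrosarcoma NT cells, 750 per well in 5% FBS RPMI, were exposed to compound for 48 hours. Viability: CellTiter-Glo luminescence.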
# KB-V1 MDR tox: KB-V1 MDR subline cytotoxicity; Potency, µM (series often up to 46.1 µM), inactives show at the highest dose activity change, negative = cytotoxicity, most hits filed as cytotoxic; KB-V1 MDR cells viability, CellTiter-Glo, 72 h; 400,000 tested, 3.4% active; further: potency means the concentration at half of the fitted maximal effect; on the % scale 0 is the no-effect control and ±100 the full control effect; nearly all actives have a fitted effect of over 60% in size
#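 qHTS viability screen in drug-selected KB-V1 MDR cells: 72 h compound treatment at 37 degrees C, ATP luminescence end point.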
# ATXN2 expr inh: inhibitors of ATXN2 expression; HEK-293 ATXN2-luciferase reporter, luminescence, 24 h; Potency, µM (doses to about 57 µM), for the others: at the highest dose activity change, negative = inhibition, hits mostly inhibitors; 360,000 tested, 0.72% active; AID 1745845; further: potency means the concentration at half of the fitted maximal effect; on the % scale 0 is the no-effect control and ±100 the full control effect; nearly all actives have a fitted effect of over 55% in size
#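 qHTS (up to 57 uM final) was run with 24 h compound exposure of reporter cells at 37 °C. Each well was multiplexed: SteadyGlo luminescence measured ATXN2-luciferase expression after a fluorogenic Gly-Phe-AFC viability readout (25 uM final).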
# KB-3-1 cytotox: kills parental KB-3-1 adenocarcinoma cells; KB-3-1 viability, CellTiter-Glo ATP luminescence, 72 h; Potency, µM (top dose mostly 46.1 µM), for inactives: at the highest dose activity change, negative = cytotoxic, hits mostly cytotoxic; 400,000 tested, 1.4% active; AID 1347075; further: potency means the concentration at half of the fitted maximal effect; on the % scale 0 is the no-effect control and ±100 the full control effect; nearly all actives have a fitted effect of over 60% in size
#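 Luminescent ATP read-out (CellTiter-Glo) measures survival of drug-naive KB-3-1 cells after 72 h compound exposure at 37 °C. Titration series was screened from lowest to highest concentration, with DMSO vehicle plates as background controls.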
# * marks the source's active call; other numbers are inactive results; i = inactive; ? = inconclusive; . = not tested or not shown; & = joins results of further samples; [ ] = another dose, or the depositor's remark. Unless noted, the call rests on the fitted dose curve; in most records, active means well fitted curve in the direction sought with a large enough effect; inconclusive means small, poorly fitted or top-dose-only effect, or another doubt; inactive means no such curve, though single readings can be large; an effect the other way counts as inactive or inconclusive.
SMILES,MCF10A rerep,S2 tox,SW480 rerep,IL-1B inflam inh,HT1080 IDH1KD tx,HT1080NT lethal,KB-V1 MDR tox,ATXN2 expr inh,KB-3-1 cytotox
NC(=O)CSc1nnc(Cn2c(=O)sc3ccccc32)n1-c1ccccc1,-1%,i,0%,-17,3%,0%,-5%,-11%,-10%
CCc1cccc(C)c1Nc1nc2ccccc2n2cnnc12,0%,i,-5%,35,0%,2%,2%,0%,5%
CNC(=O)CSc1nc2cc(S(=O)(=O)Nc3ccc(OC)cc3)ccc2o1,3%,i,1%,11,5%,-3%,-2%,-1%,0%
COc1ccc2oc(C(=O)OCC(=O)N3CCC(C)CC3)c(C)c2c1,-1%,i,-4%,-55*,-3%,-1%,-14%,4%,0%
CCCOc1cccc(C(=O)N2CCN(C(=O)C3CCCO3)CC2)c1 (centres undefined),0%,i,-8%,0,-5%,0%,0%,5%,17%
CC(C)NC(=O)COc1ccc2c(c1)C(=O)CC(C)(C)O2,4%,i,16%,-7,1%,0%,-6%,.,1%
CC(C)(CNC(=O)c1ccccc1F)CNC(=O)c1ccccc1F,2%,i,1%,45,6%,-1%,-5%,7%,-4%
CC(=O)COc1ccc2c(-c3ccccc3)cc(=O)oc2c1C,9%,i,-24%,-1,-3%,-12%,?,-2%,?
O=c1cc(-c2ccc(O)c(O)c2)oc2cc(O)c([C@@H]3O[C@H](CO)[C@@H](O)[C@H](O)[C@H]3O)c(O)c12,-5%,i,9%[9.22 µM],44,9%,8%,6%,5%,15%
Cn1cccc1C(=O)OCc1cc(-c2ccco2)on1,1%,i,-10%,-20,11%,13%,-3%,47%[activator],7%
CC(C)(C)NC(=O)c1cccc2c1OC(C)(C)C2,4%,i,-1%,25,3%,-3%,?,-8%,0%
CCOC(=O)Cc1csc(N/N=C/c2ccccc2)n1,15%,i,0%,-2,-6%,0%,-14%,-24%,-1%
CC1(C(=O)NS(=O)(=O)c2ccccc2)CCN1C(=O)c1ccccc1 (centres undefined),.,i,.,21,21%,10%,0%,14%,0%
COc1ccc2c(c1)[C@H]1[C@H](CO2)[C@H](c2ccccc2)[C@]2(C)C(=O)Nc3cc(C)ccc3C(=O)N12,?,i,?,?,-3%,1%,?,3%,-5%
CCC(=O)c1ccc(OCC(=O)Nc2cccc(S(=O)(=O)N(C)c3ccccc3)c2)cc1,-2%,i,-23%,5,-8%,0%,7%,-15%,-8%
O=C(Nc1ccccc1)C(=O)Nc1cccnc1,2%,?,-6%,-12,-2%,?,-10%,22%,-20%
COC(=O)C(C(C)=O)C1=C/C(=N\S(=O)(=O)c2ccc(C)cc2)c2ccccc2C1=O (centres undefined),?,?,?,16,?,?,0%,?,0%
O=C1c2cccnc2C(=O)N1C1CCCCC1,-6%,i,-1%,6,-3%,18%,-2%,1%,-2%
CC(NC(=O)Nc1ccccc1F)C(C)(C)C (centres undefined),11%,?,3%,-13,5%,4%,?,.,2%
CCn1c(SCC(=O)N/N=C/c2c[nH]c3ccccc23)nnc1-c1ccc(C(C)(C)C)cc1,?,i,?,-3,?,?,-4%,4%,-13%
C=CCn1c(SC(C)C(=O)NCc2ccc3c(c2)OCO3)nc2scc(-c3ccccc3)c2c1=O (centres undefined),7%,i,-5%,9,-3%,-10%,?,-15%,-1%
C/C(=N\Nc1ccc(Cl)c(C(=O)O)c1)c1ccc2c(c1)OCO2,0%,?,-1%,-6,12%,6%,?,10%,5%
O=C(NNc1ccccc1F)C1CCC1,-8%,i,-5%[9.22 µM],2,-28%,-17%,?,-13%,-3%
O=C(NCc1nc(-c2ccccc2)no1)Nc1ccc(F)cc1,-4%,i,-16%,-10,-11%,0%,10%,-12%,4%

# Brought forward from above: five compounds, followed by the next part.
SMILES,MCF10A rerep,S2 tox,SW480 rerep,IL-1B inflam inh,HT1080 IDH1KD tx,HT1080NT lethal,KB-V1 MDR tox,ATXN2 expr inh,KB-3-1 cytotox
CCn1c(SCC(=O)N/N=C/c2c[nH]c3ccccc23)nnc1-c1ccc(C(C)(C)C)cc1,?,i,?,-3,?,?,-4%,4%,-13%
C=CCn1c(SC(C)C(=O)NCc2ccc3c(c2)OCO3)nc2scc(-c3ccccc3)c2c1=O (centres undefined),7%,i,-5%,9,-3%,-10%,?,-15%,-1%
C/C(=N\Nc1ccc(Cl)c(C(=O)O)c1)c1ccc2c(c1)OCO2,0%,?,-1%,-6,12%,6%,?,10%,5%
O=C(NNc1ccccc1F)C1CCC1,-8%,i,-5%[9.22 µM],2,-28%,-17%,?,-13%,-3%
O=C(NCc1nc(-c2ccccc2)no1)Nc1ccc(F)cc1,-4%,i,-16%,-10,-11%,0%,10%,-12%,4%
COc1cc(/C=C(\C#N)c2nnc(N3CCOCC3)n2-c2ccccc2)ccc1O,1%,?,6.5µM*,-1,7%,12%,-6%,.,-1%
CCN(CC)S(=O)(=O)c1ccc(C(=O)NC(=S)N(CCC#N)Cc2cccnc2)cc1,-1%,i,-6%,32,-1%,3%,?,-21%[11.3 µM],-1%
Cc1ccnc(N2CCC(C(=O)Nc3ccc4c(c3)OCCO4)CC2)n1,?,i,-7%,-15,1%,1%,?,-17%,9%
Nc1ccc(-c2cnc(-c3ccc(N)cc3)nc2)cc1,8%,i,-8%,-22,?,-6%,-16%,?,-12%
CN(C)S(=O)(=O)c1ccc(C(=O)OCC(=O)c2csc(N3CCCCC3)n2)cc1,10%,i,?,20,-3%,-3%,-13%,14%,1%
NC1=NC(=Nc2cccc(Cl)c2)c2ccccc21,?,i,2%,-9,-30%,-15%,16%,?,-3%
CCc1ccc(NC(=O)CN(CC(=O)Nc2ccc(CC)cc2)CC(C)O)cc1 (centres undefined),-1%,i,-11%,-20,-6%,-23%,?,.,0%
O=C(Nc1cc(Sc2ccccn2)cc([N+](=O)[O-])c1)c1cccc(Cl)c1,29%,?,-2%,?,?,?,?,?,?
O=C(c1cc2nc(-c3ccccc3)cc(-c3ccccc3)n2n1)N1CCN(C(=O)c2ccco2)CC1,?,i,-4%,?,-26%,-29%,21µM*,-38%,?
CCNC(=O)O/N=C(\C)c1sc(-c2ccccc2)nc1C,-1%,i,0%,-23,-6%,-6%,-30%,49%[activator],1%
COc1ccc(Cn2ccc3nc(C)c(C(=O)N4CCN(c5ccccc5)CC4)cc3c2=O)cc1,.,i,.,.,.,.,4%,9%,9%
CC(C)(C)NC(=O)NC(=O)COC(=O)c1cccc(OC(F)F)c1,-1%,i,5%,14,1%,0%,26%,-1%,0%
O=C(CNC(=O)c1ccc(Br)cc1)OCC(=O)c1ccccc1,-3%,i,3%,6,14%,11%,.,7%,.
O=C(Nc1ccc(C(=O)N2CCCCC2)cc1)C1CCCCC1,20%,i,1%,-5,15%,2%,1%,9%,1%
Cn1nnnc1SCC(=O)NCc1cc([N+](=O)[O-])ccc1O,12%,?,8%,-10,5%,9%,0%,6%,14%
COc1ccc(COCC(O)CN2CCCCC2)cc1OC (centres undefined),5%,i,29%,18,-1%,-3%,0%,.,-1%
CCN(CC)CCNCc1ccc(OCc2ccc(Cl)nc2)c(OC)c1,15%,i,-188%[inhibitor],-7,-5%,-1%,12%,15%,3%
CC1C/C(=N/O)C(C)CN1 (centres undefined),6%,i,-4%,7,14%,22%,?,7%,10%
CN(C)c1ccc(NC(=O)CSc2nc3ccccc3c(=O)n2C2CCCCC2)cc1,?,i,1%,-51*,0%,-1%,-12%,4%,-16%
Cc1cccc2cc(C#N)c(NCCNS(=O)(=O)c3ccc4c(c3)OCCO4)nc12,?,i,16µM*,9,-27%,-25%,23µM*,-11%,-13%
COC(=O)CN1C(=S)N(c2ccc(OC)cc2)C(=O)/C1=C/c1ccc(OC)cc1,6%,i,14%,29,7%,-1%,-8%,-19%,-6%
Cc1c(CCC(=O)N[C@@H](C)C(=O)O)c(=O)oc2cc3occ(-c4ccccc4)c3cc12,1%,i,-13%,7,-5%,1%,20%,1%,6%
O=c1c2c(nc3nc(COc4ccccc4)[nH]n13)CCC2,6%,i,-3%,0,0%,-2%,9%,-9%,12%
Cc1cc(C)c(C)c(Cn2c(CO)nc3ccccc32)c1C,?,i,2%,19,-20%,-15%,-3%,2%,1%
O=C(OCC(=O)N1CCC(Cc2ccccc2)CC1)c1ccccc1,20%,i,-6%,-10,19%,11%,4%,64%[activator],4%
CC(C)C[C@H]1CNC(=O)C(=O)N1C[C@@H]1CCCN1C[C@H](Cc1ccccc1)N1C[C@H](CC(C)C)N(CC2CCCCCC2)C(=O)C1=O,.,i,.,0,?,23%,2%,17%,11%
O=C(COc1ccc(-n2cnnn2)cc1)NC1CCCCC1,0%,i,1%,-4,5%,1%,?,-10%,-11%
Cn1c(=O)c2c(SCC(=O)NCc3ccco3)nc(-c3ccccc3F)nc2n(C)c1=O,.,i,.,.,.,.,4%,5%,11%
CCN(CCO)C(=O)CC1C(=O)NCCN1Cc1c(F)cccc1Cl (centres undefined),6%,i,-1%,-4,24%,9%,?,-7%,3%
CC(Sc1nnc(NC2CCCCC2)s1)C(=O)Nc1ccc2c(c1)C(=O)c1ccccc1C2=O (centres undefined),?,i,-5%,-3,-8%,-14%,1%,136%[activator],?
Cc1c(Cl)cccc1NC(=O)Cn1cnc(S(=O)(=O)N2CCCC2)c1,-2%,i,-14%,-9,-1%,-1%,?,-5%&-1%,10%&-1%
COc1ccccc1CN1CCN(Cc2ccco2)CC1,?,i,-3%,-3,19%,6%,-8%,-1%,18%
Cc1[nH]nc(NCCO)c1[N+](=O)[O-],1%,i,-4%,6,13%,16%,-2%,-12%,3%
Cc1nn(C)c(C)c1CNC(=O)c1nn2c(c1Cl)NC(c1cccs1)CC2C(F)(F)F (centres undefined),-3%,?,-3%,15,?,?,9.2µM*,?,?
